# Screening data from PubChem BioAssay.
# EBI2 antag = blocks human EBI2 receptor beta-arrestin signaling | P32249 | EBI2 beta-arrestin recruitment, luminescence, 7a,25-OHC stimulated | inhibition, % at 5 µM | 360,000 tested, 0.81% active; in the data active = inhibition above about 38%;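 note: enzyme fragment complementation signal reports receptor beta-arrestin coupling in cells; 0% = agonist plus DMSO wells and 100% = wells without agonist; some results beyond the cut were filed as inactive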
# Gli-Sufu antag = blocks Gli-Sufu signaling in a luciferase reporter. Sufu-KO-LIGHT fibroblasts, Gli luciferase reporter luminescence. inhibition, % at 5 µM. 340,000 tested, 0.74% active. AID 588413;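 active = inhibition above about 55%, limit read from the data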;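 note: 0% = DMSO-treated cells and 100% = wells with medium but no cells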
# CCR6 antagonist = blocks CCL20-driven beta-arrestin recruitment at human CCR6. CHO-K1 CCR6 PathHunter beta-arrestin, luminescence, CCL20-stimulated. inhibition, % at 20 µM. 340,000 tested, 0.49% active;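 active = compounds whose inhibition of the agonist-driven luminescence signal at 20 µM reaches about 50%, limit read from the data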;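 note: cells stimulated with CCL20 at 14 nM final; plate controls were DMSO with CCL20 for no effect and DMSO without agonist for full effect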
# Target sequence (P51684 whole entry, looked up): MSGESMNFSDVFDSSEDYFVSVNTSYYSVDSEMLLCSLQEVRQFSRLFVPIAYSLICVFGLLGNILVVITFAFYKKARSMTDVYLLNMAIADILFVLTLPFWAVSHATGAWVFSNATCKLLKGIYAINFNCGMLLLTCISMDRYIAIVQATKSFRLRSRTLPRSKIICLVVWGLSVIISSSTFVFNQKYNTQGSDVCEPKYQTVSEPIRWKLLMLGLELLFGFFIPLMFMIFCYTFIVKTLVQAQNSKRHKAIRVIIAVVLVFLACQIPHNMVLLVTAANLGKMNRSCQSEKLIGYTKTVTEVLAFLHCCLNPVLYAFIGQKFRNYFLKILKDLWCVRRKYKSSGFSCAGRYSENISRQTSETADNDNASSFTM
# Jurkat NFkB inh = lowers PMA/ionomycin-induced NF-kB signal in Jurkat cells. PMA/ionomycin-induced NF-kB luciferase reporter, luminescence. inhibition, % at 4 µM. 330,000 tested, 0.53% active. AID 435003; in the data active = inhibition above about 50%
# APJ antag = blocks the human apelin receptor APJ. 330,000 tested, 0.32% active. CHO-K1 APJ beta-arrestin complementation, luminescence. P35414. inhibition, % at 20 µM;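 active = inhibition above about 40% at 20 µM, limit read from the data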;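 note: cells challenged with 10 nM apelin-13 agonist together with compound; plate controls were apelin-13 plus DMSO wells for no effect and DMSO wells lacking apelin-13 for full effect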
# 697 NFkB inh = lowers PMA/ionomycin-induced NF-kB signal in 697 B cells | 697 B-cell NF-kB luciferase reporter, 16 h | inhibition, % at 4 µM | 330,000 tested, 0.33% active | AID 435022; in the data active = inhibition above about 35%
# UBC13 polyUb = inhibitors of human UBC13 polyubiquitin chain formation; P61088; TR-FRET; inhibition, % at 20 µM; 330,000 tested, 0.47% active; in the data active = inhibition above about 45%, passing the limit was not always enough
# CXCR6 inh = CXCR6 (human) receptor inhibition; inhibition, % at 20 µM; O00574; CHO-K1 PathHunter CXCR6 beta-arrestin, luminescence; 360,000 tested, 0.36% active; in the data active = inhibition above about 34%, passing the limit was not always enough;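 note: antagonist mode with CXCL16 agonist at 10 nM final; 0% = 10 nM CXCL16 with DMSO and 100% = unstimulated wells without agonist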
# Target sequence (O00574 whole entry, looked up): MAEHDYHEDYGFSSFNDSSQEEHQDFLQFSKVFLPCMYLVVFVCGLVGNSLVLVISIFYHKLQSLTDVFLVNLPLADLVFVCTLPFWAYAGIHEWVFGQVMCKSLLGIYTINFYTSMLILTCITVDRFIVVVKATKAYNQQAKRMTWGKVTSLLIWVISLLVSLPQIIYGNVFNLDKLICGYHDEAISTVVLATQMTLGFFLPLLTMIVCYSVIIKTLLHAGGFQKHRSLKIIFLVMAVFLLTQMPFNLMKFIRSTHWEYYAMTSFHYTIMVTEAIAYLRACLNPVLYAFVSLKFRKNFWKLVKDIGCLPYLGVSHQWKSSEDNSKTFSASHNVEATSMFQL
# The depositor's hits bear a star; . = no result given.
molecule	EBI2 antag	697 NFkB inh	Jurkat NFkB inh	APJ antag	Gli-Sufu antag	CXCR6 inh	UBC13 polyUb	CCR6 antagonist
CCOC(=O)N1CCN(C(=O)Nc2sc3nc4n(c(=O)c3c2C)CCC(C)CC4)CC1 (stereo unspecified)	-4.1	-8.8	5.9	-2.9	-0.2	7.8	-3.5	-7.6
COc1cc(C(=O)NNC(=O)c2cc(-c3ccccc3)n[nH]2)cc(OC)c1C	6.2	4.5	-2.9	-1.9	0.4	-0.3	-8.7	11.9
Cn1c(=O)[nH]c(=O)c2c1nc(N1CCOCC1)n2CCSc1nc2ccccc2[nH]1	-0.6	6.9	-7.4	14.4	-2.9	5.2	-7.3	7.4
COc1cccc(CNC(=O)Cn2c(=O)n(CCC(=O)N3CCCCC3)c(=O)c3sccc32)c1	-13.3	2.3	2.6	-2.5	46.7	-4.9	4.7	9.1
COC(CNC(=O)c1ccc2c(c1)nc(C)n2-c1cccc(F)c1)OC	-1.4	8.5	4.6	6.0	1.9	-3.9	-5.4	-7.8
COc1ccc(C)cc1-n1cnnn1	0.2	-7.4	-0.4	-11.9	11.6	7.0	8.8	-0.3
Cc1nn(C)c(C)c1NC(=O)CCSc1nc(-c2ccco2)cc(C(F)(F)F)n1	-20.6	-3.3	-9.1	-6.6	-21.5	5.9	-5.0	1.7
COC(=O)c1[nH]c2cccc(OC)c2c1NC(=O)CCN1CCSCC1	-1.0	0.7	-6.2	-21.5	4.2	13.2	-1.2	-1.0
Cc1ccccc1OCCNc1cc(N2CC(C)NC(C)C2)ccc1[N+](=O)[O-] (stereo unspecified)	-5.6	13.2	9.2	30.0	24.3	-0.3	22.4	30.3
C#Cc1cccc(NC(=O)CSc2nnc(-c3ccc(C(F)(F)F)cn3)o2)c1	1.3	-22.0	-63.8	13.2	-32.2	-4.4	-16.2	5.9
NS(=O)(=O)c1ccc(NCc2cc(Cl)ccc2OCc2ccc(F)cc2)cc1	4.2	5.3	3.2	7.3	27.7	-7.7	12.0	22.2
CC(=O)c1ccc(OCc2cc(C(=O)N3CCC(c4ccncc4)CC3)no2)cc1	4.5	-23.4	22.4	4.7	40.5	7.2	-4.3	-2.9
O=C(Nc1ccc(F)cc1)Nc1ccc2c(c1)CCC2	-8.3	-42.6	-108.1	-17.1	-46.4	1.4	5.1	5.2
CNCCCCOc1ccc(C(C)(C)C)cc1Cl	-19.7	-10.8	5.9	-30.6	0.7	5.2	11.6	-1.4
O=C(O)c1cc(-c2cc(C(=O)O)c3ccccc3n2)ccc1O	6.9	.	.	.	-6.0	2.8	.	10.8
CC(=O)Nc1ccc(Nc2c3ccccc3nc3ccccc23)cc1	1.7	-211.3	61.6*	15.1	75.0*	14.3	-178.0	41.6
Cc1nc2[nH]onc2c2nccc(=O)c12	-5.4	-7.1	4.8	11.6	-1.7	11.3	7.5	-1.7
CCOC(=O)c1csc(NC(=O)CCSc2ccccc2)n1	-1.4	12.2	-8.0	0.9	-0.1	-6.8	-3.1	6.9
Cn1c(=O)c2c(SCc3cccnc3)nc(C3CC3)nc2n(C)c1=O	-0.2	-37.8	-13.7	12.2	5.3	-4.9	0.1	11.8
CC(=O)Nc1ccc(S(=O)(=O)N2CCN(c3nc(NC4CCCC4)c4ccccc4n3)CC2)cc1	-3.1	12.7	14.8	-3.8	-1.6	0.6	29.0	2.3
CCC1(c2ccccc2)NC(=O)N(CC(=O)N(C)CC(=O)Nc2cccc(OC)c2)C1=O (stereo unspecified)	-4.1	4.3	18.7	8.8	-6.5	-3.0	0.7	0.0
CC1CCN(CCOc2ccc(Cl)c(Cl)c2)CC1	5.3	4.3	5.2	7.0	-0.1	-0.4	3.8	5.8
Cn1c(=O)c(=O)n(C)c2cc([N+](=O)[O-])c(N3CCOCC3)cc21	1.4	-12.8	-17.7	-10.3	7.2	5.3	-45.2	-21.8
CC(C)N(C(=O)Cn1c(-c2ccccc2Cl)nc2ccccc21)c1ccccc1	-8.7	3.6	-13.1	22.3	4.2	-3.8	10.1	4.6
CCCc1c(OCCCOc2ccc(OCC(=O)O)cc2)ccc(C(C)=O)c1O	-1.2	-11.4	-1.6	4.2	5.3	5.0	-12.8	7.0

# The final three records of the part above come first, to join the parts.
molecule	EBI2 antag	697 NFkB inh	Jurkat NFkB inh	APJ antag	Gli-Sufu antag	CXCR6 inh	UBC13 polyUb	CCR6 antagonist
Cn1c(=O)c(=O)n(C)c2cc([N+](=O)[O-])c(N3CCOCC3)cc21	1.4	-12.8	-17.7	-10.3	7.2	5.3	-45.2	-21.8
CC(C)N(C(=O)Cn1c(-c2ccccc2Cl)nc2ccccc21)c1ccccc1	-8.7	3.6	-13.1	22.3	4.2	-3.8	10.1	4.6
CCCc1c(OCCCOc2ccc(OCC(=O)O)cc2)ccc(C(C)=O)c1O	-1.2	-11.4	-1.6	4.2	5.3	5.0	-12.8	7.0
OC1CCN(C(=S)Nc2ccc(Nc3ccccc3)cc2)CC1	-3.1	6.3	0.9	8.2	-37.4	-3.7	1.4	-8.1
COc1cccc(NC(=O)Nc2cccc(C(=O)O)c2)c1	-4.0	56.7*	70.1*	-9.2	-21.6	-1.4	-3.7	-10.7
CCOC(=O)c1c(NC(=O)Nc2ccc(Cl)cc2)sc(C)c1C	7.4	-8.7	-10.3	6.4	1.0	-5.7	7.1	4.7
COc1ccc(F)c(-c2nc(CN3CCC(c4ccccc4)CC3)c(C)o2)c1	7.0	2.5	-1.9	-29.1	28.9	-3.4	4.4	3.0
CCOC(=O)N1CCN(C(=O)c2ccc(OC)c(S(=O)(=O)N3CCOCC3)c2)CC1	0.3	11.1	-5.5	-14.7	-5.9	7.9	-7.5	-6.8
CCN(CC)S(=O)(=O)c1cccc(-c2nnc(SCc3nc4ccccc4s3)o2)c1	15.0	-77.2	-28.7	2.6	8.9	10.8	-3.4	30.2
CCN(Cc1ccncc1)C(=S)Nc1ccccc1	-12.1	6.2	3.5	-6.0	-1.1	-2.3	4.0	-3.3
COc1ccc(C(=O)c2sc(NC(C)C)nc2N)cc1OC	-4.9	-12.9	0.4	-9.4	17.2	4.7	-1.6	0.3
CC(=O)c1ccc(S(=O)(=O)N(C)CC(=O)Nc2cccc(S(=O)(=O)N3CCCC3)c2)cc1	7.7	.	.	.	-10.2	0.8	.	17.6
COc1ccccc1-n1c(SCC(=O)NC(C)(C)C)nnc1-c1ccco1	-10.1	-8.6	-18.1	26.0	-5.8	-1.9	-6.3	-2.7
COc1ccc2[nH]c(=O)c(CN(C(=O)c3ccncc3)C(C)(C)C)cc2c1	3.7	0.9	-16.4	5.9	18.7	-0.8	-3.7	-3.4
COc1ccc(COC(=O)C2CCN(S(=O)(=O)c3ccc(OC)c(OC)c3)CC2)cc1	31.1	10.4	6.0	-12.8	-12.8	-6.4	-1.1	10.5
CCOC(=O)c1c(NC(=O)COc2ccc3ccc(=O)oc3c2)sc(C(=O)N(C)C)c1C	1.9	15.0	10.2	5.6	-4.1	0.1	12.3	4.9
COCCN(C(=O)CCC(=O)Nc1ccccn1)C(C(=O)NC(C)C)c1ccc(C)cc1 (stereo unspecified)	-10.3	20.5	11.2	-3.3	31.1	-1.9	3.7	6.3
Cc1cccc(CN2CCN(C(=O)CCl)CC2)c1	-2.7	2.8	-0.8	-0.7	-1.0	-5.0	-10.0	-0.5
COc1ccccc1NC(=S)NCCc1ccc(S(N)(=O)=O)cc1	-10.5	18.4	-7.8	-3.0	-5.9	5.8	5.4	-14.1

# In another format: results already given.
# Fields: EBI2 antag, 697 NFkB inh, Jurkat NFkB inh, APJ antag, Gli-Sufu antag, CXCR6 inh, UBC13 polyUb, CCR6 antagonist
CC(=O)c1ccc(S(=O)(=O)N(C)CC(=O)Nc2cccc(S(=O)(=O)N3CCCC3)c2)cc1
  7.7, ., ., ., -10.2, 0.8, ., 17.6
COc1ccccc1-n1c(SCC(=O)NC(C)(C)C)nnc1-c1ccco1
  -10.1, -8.6, -18.1, 26.0, -5.8, -1.9, -6.3, -2.7

# Marked active in Jurkat NFkB inh, of those listed so far:
structure	EBI2 antag	697 NFkB inh	Jurkat NFkB inh	APJ antag	CXCR6 inh	UBC13 polyUb	CCR6 antagonist
CC(=O)Nc1ccc(Nc2c3ccccc3nc3ccccc23)cc1	1.7	-211.3	61.6*	15.1	14.3	-178.0	41.6
COc1cccc(NC(=O)Nc2cccc(C(=O)O)c2)c1	-4.0	56.7*	70.1*	-9.2	-1.4	-3.7	-10.7
